Assay outcomes (PubChem)
BRCA1 expr up: BRCA1 expression activation. Potency, µM (top dose mostly 46.1 µM), for the others: at the highest dose activation, hits mostly activators. hit rate 1.1% among 380,000. MCF7-BRCA1-FFLuc reporter, luminescence, 48 h; response scale: scaled: vehicle 0%, 10 µM genistein 100%. AID 624202; note: potency is the fitted concentration of half-maximal effect; nearly all actives have a fitted effect of over 80% in size; some results filed as inactive show a strong effect at the top dose
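Activators of BRCA1 expression were detected as increased firefly luciferase luminescence in engineered MCF7 cells after 48 h compound incubation. Signals were scaled to genistein 10 microM as full activation.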
CXXC DNA block: inhibitors of human MLL CXXC domain-DNA interaction | MLL-CXXC / FITC-HOXA9 DNA fluorescence polarization | hit rate 0.037% among 290,000 | Q03164 | Potency, µM (doses to about 115 µM), for the others: at the top dose activity change, negative = inhibition, hits mostly inhibitors; active = well fitted inhibition curve with a large enough effect in the polarisation, with a control signal flat, not every such curve was filed as active; inconclusive = small, poorly fitted or top-dose-only effect, or effect the other way, or a change in a side signal; inactive = no such curve, though single readings can be large or run the other way; the % refers to the polarisation; note: potency is the fitted concentration of half-maximal effect
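Purified MLL-CXXC (added from a 7 uM solution) was preincubated 5 min at ambient with pinned compounds in 50 mM Tris-HCl pH 7.5, 50 mM NaCl, 1 mM DTT, 0.05% BSA. Fluorescein-labeled HOX-A9 DNA (50 nM solution) followed, 30 min, then polarization read.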
ELG1 repair inh: ELG1-dependent DNA repair inhibition; HEK293T ELG1-luciferase reporter, luminescence, 16 h; DNA damage induced by 5-fluorouridine; Potency, µM (series often up to 46.1 µM), for inactives: at the top dose activity change, negative = inhibition, hits mostly inhibitors; hit rate 2.3% among 330,000; note: potency is the fitted concentration of half-maximal effect; % is set by controls: 0 for no effect and ±100 for the full control effect; nearly all actives have a fitted effect of over 55% in size
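In this reporter screen, reduction of luminescence relative to DMSO vehicle indicated activity. Compounds and 5-fluorouridine were added together to 2,000 cells per well, incubated for 16 hr at 37 °C, then developed with ONE-Glo.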
PTAP TSG101 blk: blocks PTAP/TSG101 interaction to inhibit HIV-1 budding; Q99816; Fluorescence polarization, FITC-PTAP peptide / Tsg101 binding; Potency, µM (top dose mostly 115 µM), for the others: at the highest dose activity change, negative = inhibition, hits mostly inhibitors; 340,000 tested, under 10 active; AID 493005; active = well fitted inhibition curve with a large enough effect in the main read-out, with a control signal flat, not every such curve was filed as active; inconclusive = small, poorly fitted or top-dose-only effect, or effect the other way, or a change in a side signal; inactive = no such curve, though single readings can be large or run the other way; note: potency is the fitted concentration of half-maximal effect; % of control where 0% means no effect
Target sequence (Q99816 whole entry, looked up): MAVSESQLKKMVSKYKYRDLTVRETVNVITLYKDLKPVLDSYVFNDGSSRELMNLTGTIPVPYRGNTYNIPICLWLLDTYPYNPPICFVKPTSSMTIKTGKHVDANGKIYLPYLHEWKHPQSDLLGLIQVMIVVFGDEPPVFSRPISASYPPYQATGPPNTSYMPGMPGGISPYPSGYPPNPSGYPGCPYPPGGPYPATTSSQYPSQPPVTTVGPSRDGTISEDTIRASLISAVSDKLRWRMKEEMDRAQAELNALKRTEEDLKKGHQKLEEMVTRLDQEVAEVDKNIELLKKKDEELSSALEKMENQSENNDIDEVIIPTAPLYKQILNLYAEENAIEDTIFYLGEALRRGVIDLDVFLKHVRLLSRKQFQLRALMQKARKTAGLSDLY
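Tsg101 binding domain (10 uM final) was mixed with compound and a FITC-labeled PTAP peptide (50 nM final) in HEPES pH 7.5 buffer with NaCl, Tween 20, EDTA and TCEP; fluorescence polarization was read after 20 min at r.t.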
B2AR arrestin: beta2AR (human) beta-arrestin recruitment activity | hit rate 0.02% among 330,000 | beta-arrestin recruitment to beta2AR, cell-based reporter | Potency, µM (highest dose often 46.1 µM), for the others: at the top dose activation, actives largely listed as activators;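 note: potency is the fitted concentration of half-maximal effect; 0% = DMSO controls and full agonism = EC100 isoproterenol or metaproterenol; nearly all actives have a fitted effect of over 65% in size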
Target sequence (P07550 whole entry, looked up): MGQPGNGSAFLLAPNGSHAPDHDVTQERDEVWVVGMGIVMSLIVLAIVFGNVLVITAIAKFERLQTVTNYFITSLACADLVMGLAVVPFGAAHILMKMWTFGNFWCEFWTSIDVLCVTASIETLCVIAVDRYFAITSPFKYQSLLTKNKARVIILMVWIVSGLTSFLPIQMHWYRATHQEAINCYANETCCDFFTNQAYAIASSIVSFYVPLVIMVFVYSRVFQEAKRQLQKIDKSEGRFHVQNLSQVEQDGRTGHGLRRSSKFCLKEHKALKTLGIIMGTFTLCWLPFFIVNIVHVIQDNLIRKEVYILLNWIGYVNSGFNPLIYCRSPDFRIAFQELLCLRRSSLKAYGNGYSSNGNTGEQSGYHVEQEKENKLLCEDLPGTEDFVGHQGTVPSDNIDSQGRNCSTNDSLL
TRPV1 ag: activates the human vanilloid receptor TRPV1. Q8NER1. TRPV1-expressing cells, Fluo-8 calcium influx, agonist mode. activation, % at 8.33 µM. hit rate 0.19% among 320,000; in the data active = activation above about 80%; inconclusive = between about 30% and that limit; note: 0% is about no effect
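TRPV1-expressing cells were cultured overnight at 35.5C and loaded with Fluo-8 calcium dye for 40 to 90 min at room temperature. After a 10 s baseline, compound was added and calcium influx was read kinetically for 3 min (ex 480/em 520 nm).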
TCR activator: activators of T cell receptors; primary human leukocytes, anti-CD3, IL-2 HTRF, 48 h; Potency, µM (highest dose often 9.22 µM), without a hit: at the highest dose activation of IL-2 secretion, actives largely listed as activators; 330,000 tested, under 10 active; AID 504894; note: % of control where 0% means no effect
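Primary human leukocytes receive a-CD3 beads and test compound and are incubated 48 hr. Secreted IL-2 is then assayed by HTRF, measuring 665nm acceptor emission after 320nm excitation of the europium donor.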
Integrin act MD: activates integrin-mediated alleviation for muscular dystrophy; alpha7betagal myoblasts, beta-gal FDG fluorescence, 48 h; Potency, µM (doses to about 38.3 µM), for the others: at the highest dose activation, actives largely listed as activators; hit rate 0.064% among 350,000; AID 624291;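 note: potency is the fitted concentration of half-maximal effect; 100% = response of the positive control SU9516; nearly all actives have a fitted effect of over 60% in size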
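Alpha7betagal+/- myoblasts (passage 13) were plated 16-24 hr, then exposed to compounds (1:260 dilution of DMSO stock) for 48 hours at 37C. After MPER lysis, β-galactosidase reporter activity was read as FDG fluorescence (ex 480/em 540) after 30 minutes.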
p53 reactivator: re-activators of mutant p53; H1299 p53-A138V BP100-luciferase reporter, luminescence, 24 h; Potency, µM (titrated, usually from 92.2 µM), for inactives: top-dose activity change, positive = activation, usual class: activators; hit rate 0.063% among 320,000; note: potency is the fitted concentration of half-maximal effect; % of control where 0% means no effect; nearly all actives have a fitted effect of over 45% in size
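p53-null H1299 cells stably carrying temperature-sensitive p53-A138V and a BP100-luciferase reporter were pinned with compounds (4-point, 1:5 series) and held 24 hrs at 37 deg C. Luminescence was read 10 min after detection reagent.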
A-T KAP1 phos: potential ataxia-telangiectasia treatment. […] A-T fibroblasts, KAP-1 phosphorylation AlphaLISA; neocarzinostatin DNA damage 30 min before lysis. Potency, µM (doses to about 57.5 µM), inactives show top-dose activation, most hits filed as activators. hit rate 0.19% among 320,000; note: potency is the fitted concentration of half-maximal effect; % of control where 0% means no effect; nearly all actives have a fitted effect of over 45% in size
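ATM-like activity read as KAP-1 phosphorylation via AlphaLISA donor/acceptor antibody pairs after lysis and 6 hr at 25C. Cells were ATM-null patient fibroblasts ([…], hTERT), dosed 60 min, then exposed to the DSB inducer NCS for 30 min.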
An asterisk follows results filed as active; ? = inconclusive; . = not tested or not shown; [ ] = remark or other dose. Unless noted, calls come from the whole dose curve; as a rule, active = well fitted curve in the direction sought with a large enough effect; inconclusive = small, poorly fitted or top-dose-only effect, or another doubt; inactive = no such curve, though single readings can be large; an effect the other way counts as inactive or inconclusive. Outcome played no part in choosing rows (roughly 3.8% active in at least one column).

SMILES	BRCA1 expr up	CXXC DNA block	ELG1 repair inh	PTAP TSG101 blk	B2AR arrestin	TRPV1 ag	TCR activator	Integrin act MD	p53 reactivator	A-T KAP1 phos
COc1ccc2c(c1)-c1nc(NC(=O)c3ccco3)sc1CC2	14%	6%	?	4%	-1.2%	-1	-6%	28%	?	8%
O=C(NCc1ccc(Cl)cc1)c1cccnc1	8%	-6%	?	-1%	-0.5%	11	2%	-9%	-5%	16%
O=C(NNC(=O)c1ccc(O)cc1O)c1ccc(Cl)cc1	-31%	-5%	?	-2%	-0.1%	?	-2%	-20%	-3%	-8%
COc1cccc(C(=O)NC2CCN(CC(=O)Nc3c(C)cc(C)cc3C)CC2)c1	.	-13%	?	.	0.1%	0	.	.	-4%	0%
O=C(CN1CCN(S(=O)(=O)c2ccc(Cl)cc2)CC1)NCC1(N2CCOCC2)CCCCC1	-1%	.	7%	-9%	0.2%	17	17%	30%	-5%	-2%
O=c1[nH]nc(-c2ccc(NCCO)c([N+](=O)[O-])c2)c2ccccc12	10%	3%	0%	-5%	-0.4%	0	-4%	30%	-2%	-2%
COc1cccc(C(=O)N/N=C(\C)CC(=O)Nc2ccc(N(C)C)cc2)c1	-47%	-4%	29%	-1%	-0.4%	1	3%	32%	-4%	4%
CCc1nnc(NS(=O)(=O)c2ccc(NC(=S)NC(=O)/C=C/c3cccs3)cc2)s1	6%	-19%	10%	0%	-0.4%	13	-3%	8%	5%	-1%
CN(Cc1cccnc1)C(=O)CC1C(=O)NCCN1Cc1ccc(-c2ccccc2)cc1 (configuration not stated)	-11%	-7%	-18%	-11%	0.0%	-3	5%	27%	-1%	4%
CCC/C=N/NC(=O)C1COc2ccccc2O1 (configuration not stated)	1%	-1%	6%	0%	0.1%	0	-5%	0%	1%	5%
CCOc1ccc(NC(=S)NN2C(C)CCCC2C)cc1 (configuration not stated)	-9%	2%	-1%	-1%	-0.4%	1	-3%[46.1 µM]	14%	3%	0%
Fc1cccc(-c2nnn3c2nc(Cl)c2ccccc23)c1	-17%	-3%	?	-6%	-0.1%	2	6%	-3%	?	-2%
O=C1/C(=C\c2cccs2)Sc2ccc3ccccc3c21	-9%	-4%	?	-4%	-0.4%	1	2%	0%	.	-5%
C=C(C)Cn1c(NCCOC)nc2c1c(=O)[nH]c(=O)n2C	3%	1%	6%	-1%	0.6%	1	-4%[46.1 µM]	-7%	1%	6%
COc1ccc(NC(=O)C(=O)N/N=C/c2cc(C)n(-c3cccc(Cl)c3Cl)c2C)c(OC)c1	0%	22%	-10%	-1%	-1.0%	-2	1%	-4%	3%	-3%
Cc1nc2ccc(S(=O)(=O)NCC(=O)N3CCCCC3)cc2s1	-12%	2%	-4%	-3%	-0.5%	-6	0%	3%	-12%	-2%
CC(=O)Nc1ccc2c(c1)nc(CCN1CCC(C)CC1)n2C	-14%	-5%	4%	-3%	-0.2%	-3	1%	-10%	-2%	6%
NNc1nc2sc3c(c2c(=O)n1-c1ccccc1)CCCC3	-58%	-7%	-25%	-4%	0.1%	4	7%	-10%	30%	54%
CCOC(=O)c1cccc(NC(=O)CCn2nc(C)c(S(=O)(=O)N3CCCCC3)c2C)c1	1%	4%	-2%	-3%	0.0%	1	6%	-3%	-6%	3%
O=C(Cn1cnc([N+](=O)[O-])n1)NCCO	20%	1%	-9%	-1%	-1.0%	0	-57%	6%	3%	-4%
COc1ccc(C2c3[nH]c4ccccc4c3C[C@H]3C(=O)N(CCCO)CC(=O)N23)c(OC)c1 (some centres not stated)	-12%	0%	11%	-7%	4.8%	-2	-2%	-14%	-6%	1%
Cc1ccc(/C=[N+](/[O-])C2SC(=S)N(C)C2(C)C)cc1 (configuration not stated)	-1%	-9%	20%	-5%	-0.2%	-1	1%	-32%	4%	5%
COc1cccc(-n2nnnc2SCC(=O)Nc2ccccc2OC)c1	-33%	3%	0%	-2%	-0.3%	9	-1%	10%	.	4%
CCOC(=O)CSc1nnc(C2CCCCC2)n1C	0%	-7%	3%	-5%	0.0%	1	-5%	-25%	17%	2%

A draw from above in order of count of non-hydrogen atoms, descending.
SMILES	BRCA1 expr up	CXXC DNA block	ELG1 repair inh	PTAP TSG101 blk	B2AR arrestin	TRPV1 ag	TCR activator	Integrin act MD	p53 reactivator	A-T KAP1 phos
COc1cccc(-n2nnnc2SCC(=O)Nc2ccccc2OC)c1	-33%	3%	0%	-2%	-0.3%	9	-1%	10%	.	4%
Cc1nc2ccc(S(=O)(=O)NCC(=O)N3CCCCC3)cc2s1	-12%	2%	-4%	-3%	-0.5%	-6	0%	3%	-12%	-2%
NNc1nc2sc3c(c2c(=O)n1-c1ccccc1)CCCC3	-58%	-7%	-25%	-4%	0.1%	4	7%	-10%	30%	54%

2 of the compounds above, in CSV form.
molecule,BRCA1 expr up,CXXC DNA block,ELG1 repair inh,PTAP TSG101 blk,B2AR arrestin,TRPV1 ag,TCR activator,Integrin act MD,p53 reactivator,A-T KAP1 phos
COc1ccc(C2c3[nH]c4ccccc4c3C[C@H]3C(=O)N(CCCO)CC(=O)N23)c(OC)c1 (some centres not stated),-12%,0%,11%,-7%,4.8%,-2,-2%,-14%,-6%,1%
Cc1ccc(/C=[N+](/[O-])C2SC(=S)N(C)C2(C)C)cc1 (configuration not stated),-1%,-9%,20%,-5%,-0.2%,-1,1%,-32%,4%,5%

(more compounds)
SMILES	BRCA1 expr up	CXXC DNA block	ELG1 repair inh	PTAP TSG101 blk	B2AR arrestin	TRPV1 ag	TCR activator	Integrin act MD	p53 reactivator	A-T KAP1 phos
O=C(CN(Cc1ccc2c(c1)OCO2)C(=O)CNC(=O)c1ccco1)NC1CCCCC1	-45%	-5%	?	-4%	-0.1%	-2	2%	-4%	-5%	-13%
CC(C)C(=O)Nc1cccc(C(=O)Nc2ccccc2C(=O)O)c1	1%	-12%	?	-4%	0.8%	-1	-7%	-6%	2%	1%
Nc1ccccc1-c1nnn(CC(=O)Nc2ccc3c(c2)OCCO3)n1	30%	-1%	-6%	-1%	-1.1%	0	16%	-7%	6%	-4%
O=C(CSc1ccc(-c2ccccc2)nn1)N1CCCc2ccccc21	-3%	-7%	?	-8%	-0.2%	29	1%[46.1 µM]	-6%	8%	10%
COc1ccc2c(C)c(C(=O)O)oc2c1	-6%	-18%	12%	-5%	0.1%	-3	.	35%	0%	.
CC(C)Cn1nc(C(=O)OCC(=O)NCC(F)(F)F)c2ccccc2c1=O	7%	-4%	15%	-3%	3.7%	15	3%	-3%	-2%	-6%
COc1ccc(CNCc2cc(C)c(OC)cc2C)c(OC)c1	0%	3%	?	-2%	0.5%	5	-9%	-54%[inhibitor]	-4%	8%
CCN(CC)S(=O)(=O)c1ccc(N2Cc3ccccc3C2=N)cc1	21%	1%	-9%	2%	-0.1%	2	3%	12%	3%	8%
O=C(NC1CCCC1)C(c1cccnc1)N(C(=O)c1ccco1)c1ccc(F)cc1 (configuration not stated)	0%	12%	-21%	0%	-0.6%	5	6%	-12%	-4%	5%
CC1CN(CCc2ccccc2)c2nc3c(c(=O)n(CC(N)=O)c(=O)n3C)n2C1 (configuration not stated)	1%	0%	7%	-1%	-0.8%	2	-7%	20%	5%	-1%
COc1ccc(-c2csc(NC(=O)CSc3nnnn3C)n2)c(OC)c1	-1%	.	2%	-9%	-0.4%	4	-9%	9%	5%	-11%
CCn1c(SCC(=O)NNC(=O)c2ccc(OC)cc2)nnc1-c1ccco1	-21%	26%	8%	-1%	-0.1%	-6	-2%	-2%	2%	-2%
O=C(NC1=NCCCCC1)c1cccc2ccccc12	-17%	-9%	1%	0%	0.5%	0	-7%	7%	3%	18%
Cc1ccccc1C(=O)N1CCN(c2ccc(NC(=S)NC(=O)c3cccs3)cc2)CC1	-27%	-1%	21µM*	-3%	0.1%	1	1%	2%	1%	0%
COCCn1nnnc1C(c1cccc(C#N)c1)N1CCCCCC1 (configuration not stated)	2%	8%	-5%	-6%	0.3%	5	-3%	-4%	-4%	0%
Cn1c(NC(=O)Cc2cccc3ccccc23)cc(=O)n(C)c1=O	-13%	-6%	-9%	-4%	-0.1%	?	7%	2%	-1%	-1%
CC(C)(C)C1=CC(=O)C(N2CCOCC2)=CC1=O	5%	12%	2%	1%	-0.3%	4	-6%[46.1 µM]	-37%	?	-2%
COC(=O)c1ccccc1NC(=O)CSc1n[nH]c(-c2ccco2)n1	-32%	-4%	-13%	-2%	-0.4%	0	-54%	-11%	8%	6%
